CHRM5 PAM – human M5 muscarinic receptor positive allosteric modulators, primary screen, CHO-K1 cells, Fluo-8 calcium fluorescence; Muscarinic acetylcholine receptor M5 (Homo sapiens), P08912; CHO-K1 hM5, ACh EC20 PAM; 0% = ACh EC20, 100% = ACh EC100; activation, % at 3 µM; 0.3% of 360,000 active; AID 624038, 2012;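 active = activation above the run cutoff, the mean activation of all test compounds plus 3 SD, cut at about 18% in these data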
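System: CHO-K1 cell line with stable human muscarinic M5 receptor expression | Also added: EC20 acetylcholine as agonist stimulus | Compound: One concentration, 3 µM final (nominal) | Timing: Fluo-8 loading 80 min at 37 °C plus 30 min room temperature | Measured by: Fluo-8 calcium dye fluorescence, kinetic read | Read-out basis: % activation, ACh-normalized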
M4 ag – human M4 muscarinic receptor agonists, primary screen, CHO-K1 cells, Fluo-8 calcium fluorescence | AID 624127, 2012 | activation, % at 3 µM | CHO-K1 hM4/Gqi5; vehicle 0%, full acetylcholine response 100% | 0.14% of 360,000 active | Muscarinic acetylcholine receptor M4 (Homo sapiens), P08173;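 active = activation above the run mean over all test wells plus 3 SD, cut at about 32% in these data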;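 also: peak over basal fluorescence ratio per well then scaled between controls; 0% = DMSO wells and 100% = acetylcholine at EC100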
M5 ag – human M5 muscarinic receptor agonists, primary screen, CHO-K1 cells, Fluo-8 calcium fluorescence; activation, % at 3 µM; 0.19% of 360,000 active; AID 624037, 2012; CHO-K1 hM5 cells; 0% DMSO wells, 100% maximal acetylcholine response;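 active = activation above the run's mean over test compounds plus 3 SD, cut at about 23% in these data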;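 also: signal is peak over basal fluorescence ratio across the kinetic read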
CHRM4 antagonist – human M4 muscarinic receptor antagonists, primary screen, CHO cells, Fluo-8 calcium fluorescence; 0.73% of 360,000 active; CHO-hM4 cells, ACh EC80; inhibition, % at 3 µM; Muscarinic acetylcholine receptor M4 (Homo sapiens), P08173; AID 624125, 2012;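 active = inhibition above its plate's cutoff, the mean inhibition of sample wells plus 3 SD, cut at about 27% in these data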;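 also: 0% = acetylcholine EC80 with DMSO and 100% = DMSO without agonist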
CHRM5 antagonist – human M5 muscarinic receptor antagonists, primary screen, CHO cells, Fluo-8 calcium fluorescence. Muscarinic acetylcholine receptor M5 (Homo sapiens), P08912. inhibition, % at 3 µM. AID 624040, 2012. 0.59% of 360,000 active. CHO-hM5 cells, ACh EC80;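 active = inhibition above a per-plate cutoff, the mean of that plate's test compounds plus 3 SD, cut at about 27% in these data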;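 also: 0% = acetylcholine EC80 with DMSO and 100% = DMSO without agonist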
CRFR2-BP ag – agonists of CRF-BP/CRF-R2 complex, primary screen, cell-based, HEK293, calcium dye fluorescence, uHTS. calcium dye fluorescence (FLIPR); percent of saturating CRF peptide response. 0.46% of 350,000 active. CRF-binding protein / CRF receptor 2 complex (human). activation, % at 13.2 µM;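 active = activation of at least 50%, plus an integration ratio under a set limit after plate pattern correction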;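 also: plate controls were neutral control wells without compound for no effect and CRF at EC100 for full effect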
IDE inh – human IDE inhibitors in live cells, primary screen, fluorescence polarization, HEK cells, FAbetaB substrate; FAbetaB cleavage; Insulin-degrading enzyme (Homo sapiens), P14735; 0.41% of 320,000 active; inhibition, % at 5.59 µM;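 active = percent inhibition above the average of all tested compounds plus 3 SD, set per screening campaign, cut at about 16% in these data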;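 also: IDE supplied by intact live HEK cells; FP after avidin binding of uncleaved biotin substrate so inhibition keeps polarization high; 0% = DMSO wells and 100% = 60 µM reference IDE inhibitor Ii1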
Target sequence (P14735 whole entry, looked up): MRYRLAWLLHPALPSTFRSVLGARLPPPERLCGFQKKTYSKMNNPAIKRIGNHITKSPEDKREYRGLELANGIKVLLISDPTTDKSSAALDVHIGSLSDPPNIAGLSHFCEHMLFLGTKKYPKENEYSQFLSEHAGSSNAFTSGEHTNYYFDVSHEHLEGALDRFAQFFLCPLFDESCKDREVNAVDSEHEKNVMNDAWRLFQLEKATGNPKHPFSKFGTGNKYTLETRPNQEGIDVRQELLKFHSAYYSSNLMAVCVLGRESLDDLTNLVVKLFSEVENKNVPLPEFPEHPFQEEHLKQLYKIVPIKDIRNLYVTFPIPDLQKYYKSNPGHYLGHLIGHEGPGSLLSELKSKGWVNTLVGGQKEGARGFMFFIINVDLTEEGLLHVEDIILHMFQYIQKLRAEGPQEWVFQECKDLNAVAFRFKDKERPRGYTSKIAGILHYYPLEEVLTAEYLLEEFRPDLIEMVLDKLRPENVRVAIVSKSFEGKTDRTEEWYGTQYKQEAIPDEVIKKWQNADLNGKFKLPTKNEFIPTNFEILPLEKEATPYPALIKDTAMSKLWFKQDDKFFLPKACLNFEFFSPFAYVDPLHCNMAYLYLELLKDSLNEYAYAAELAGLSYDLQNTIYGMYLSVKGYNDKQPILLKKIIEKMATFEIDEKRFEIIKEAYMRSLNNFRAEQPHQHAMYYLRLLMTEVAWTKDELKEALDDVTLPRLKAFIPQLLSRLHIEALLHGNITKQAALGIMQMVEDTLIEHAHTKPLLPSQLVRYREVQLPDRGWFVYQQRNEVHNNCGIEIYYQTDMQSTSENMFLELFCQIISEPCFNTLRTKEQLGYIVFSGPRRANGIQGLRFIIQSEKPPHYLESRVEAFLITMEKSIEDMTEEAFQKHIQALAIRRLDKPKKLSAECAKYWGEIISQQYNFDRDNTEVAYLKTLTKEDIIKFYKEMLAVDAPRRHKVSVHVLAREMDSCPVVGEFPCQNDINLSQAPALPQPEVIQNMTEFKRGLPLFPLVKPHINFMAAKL
M4 PAM – human M4 muscarinic receptor positive allosteric modulators, primary screen, CHO-K1 cells, Fluo-8 calcium fluorescence. Muscarinic acetylcholine receptor M4 (Homo sapiens), P08173. CHO-K1 hM4/Gqi5, ACh EC20; 0% = ACh EC20, 100% = maximal ACh. activation, % at 3 µM. 0.4% of 360,000 active. AID 624126, 2012;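 active = activation above its plate's cutoff, the mean activation of sample wells plus 3 SD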; also: some results filed as inactive read as strong as hits
CRFR2-BP antag – antagonists of CRF-BP/CRF-R2 complex, primary screen, cell-based, HEK293, calcium dye fluorescence, uHTS; inhibition, % at 11.8 µM; 0.59% of 350,000 active; AID 588475, 2011; CRF-induced calcium fluorescence;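 active = inhibition of the ligand-induced calcium signal above about 50% at the single tested concentration, limit read from the data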
* marks the source's active call; other numbers are inactive results; / = not tested or not shown.

Screens in order: CHRM5 PAM, M4 ag, M5 ag, CHRM4 antagonist, CHRM5 antagonist, CRFR2-BP ag, IDE inh, M4 PAM, CRFR2-BP antag
NC1=NC(c2ccc(Cl)cc2)n2c(nc3ccccc32)N1 (configuration not stated)
    3.8, 0.1, -12.3, 4.8, 5.2, -1.4, 6.0, -6.0, -9.0
CC(=O)Oc1ccc(/C=N\NC(=O)c2cc3c(ccc4ccccc43)o2)cc1
    1.3, 2.2, -2.4, -10.0, -3.8, 0.3, 0.5, 5.7, 3.1
COC(=O)c1ccc2c(=O)n(CC3CCCO3)c(=S)[nH]c2c1 (configuration not stated)
    0.9, 2.0, 2.1, -9.7, -6.7, -2.0, -5.5, -3.2, -2.8
O=c1c2ccccc2nc2sc(Nc3ccc(F)cc3)nn12
    0.9, 2.7, 1.9, -1.5, 10.8, -0.6, -0.1, 4.1, -1.0
CC(C)C(NS(=O)(=O)/C=C/c1ccccc1)C(=O)NCc1ccc(F)cc1 (configuration not stated)
    -0.8, -0.8, -3.7, 3.6, 7.2, -1.7, -2.3, -1.1, -7.3
CC(C)(/C=N/O)N(O)C=C1C=CC(=O)C=C1
    13.8, 1.5, 2.9, 21.3, 8.1, -0.4, -6.0, 4.5, 10.3
O=C(Nc1nc2cc3c(cc2s1)OCCO3)c1ccncc1
    -3.0, 14.5, 8.7, -9.4, 5.9, -0.4, -0.5, 4.2, 11.6
O=C(CC1Nc2ccccc2NC1=O)NCc1cccnc1 (configuration not stated)
    -7.6, 0.5, -3.6, 5.7, 5.5, -0.8, 2.6, 6.7, 8.0
Cc1ccc(-n2nc(C)c(NC(=O)CCl)c2C)cc1C
    5.4, -0.3, -1.6, 12.0, -4.5, 0.8, -6.6, -1.9, -12.4
COc1ccc(NC(=O)c2ccc(Oc3ncccn3)cc2)cc1
    7.3, 1.1, 4.2, -10.4, 10.2, 2.2, 0.6, 11.3, -8.8
CC(C)n1c(SCC(=O)NC2CCCCC2)nnc1-c1ccco1
    -4.3, 0.3, -1.9, 3.1, 10.8, 1.0, 3.7, -0.9, 4.7
C#Cc1ccc(NC(=O)C2(C)CCN2C(=O)C2(c3ccccc3)CC2)cc1 (configuration not stated)
    -2.9, -1.5, -2.6, -0.5, -1.4, /, /, 1.9, /
CCOC(=O)CC(NS(=O)(=O)c1ccc(OC)c(C)c1)c1cccc([N+](=O)[O-])c1 (configuration not stated)
    -4.8, 0.6, -2.3, 5.9, 5.2, -2.0, -0.3, -3.6, 0.7
O=C(/C=C/c1ccccc1)N1CCN(c2ccccn2)CC1
    2.9, 3.3, -0.6, -8.8, -5.3, -0.9, 2.5, 4.0, -7.5
C/C(CC(=O)Nc1ccc(N(C)C)cc1)=N\NC(=O)c1ccc(Cl)cc1
    -0.3, 1.3, -3.1, -10.2, -4.4, -1.8, 2.2, 2.8, 1.0
CCN1CCC(NC(=O)Nc2ccc(F)cc2F)CC1
    3.6, 0.9, -7.4, -16.2, -10.5, -0.9, 3.1, 6.3, -9.4
CCCn1c(=O)c(C(=O)N/N=C/c2ccc(F)cc2)c(O)c2ccccc21
    1.7, 0.7, 3.4, -8.5, -1.8, -2.2, 7.5, -3.7, 31.3
CCCN(CCC)S(=O)(=O)c1cc2c3c(c1)CCN3C(=O)CC2
    1.9, 0.6, -4.7, -4.6, 2.8, -0.6, 3.3, 5.8, 9.3
O=C(NCCCN1CCOCC1)c1ccc2c(c1)N(Cc1c(F)cccc1Cl)C(=O)CS2
    -15.9, 1.5, -6.6, 58.2*, 19.2, -0.7, 5.0, -20.4, 3.8
COc1ccc(N2CCN(C(CNC(C)=O)c3ccco3)CC2)cc1 (configuration not stated)
    8.5, 1.0, 1.4, 9.9, -5.6, -0.8, 5.6, 19.7, -7.1

Single records, as listed above. Order of screens: CHRM5 PAM	M4 ag	M5 ag	CHRM4 antagonist	CHRM5 antagonist	CRFR2-BP ag	IDE inh	M4 PAM	CRFR2-BP antag
COc1ccc(N2CCN(C(CNC(C)=O)c3ccco3)CC2)cc1 (configuration not stated) reads 8.5	1.0	1.4	9.9	-5.6	-0.8	5.6	19.7	-7.1
COC(=O)c1ccc2c(=O)n(CC3CCCO3)c(=S)[nH]c2c1 (configuration not stated) reads 0.9	2.0	2.1	-9.7	-6.7	-2.0	-5.5	-3.2	-2.8
CCCN(CCC)S(=O)(=O)c1cc2c3c(c1)CCN3C(=O)CC2 reads 1.9	0.6	-4.7	-4.6	2.8	-0.6	3.3	5.8	9.3
O=C(Nc1nc2cc3c(cc2s1)OCCO3)c1ccncc1 reads -3.0	14.5	8.7	-9.4	5.9	-0.4	-0.5	4.2	11.6

(continued)
Screens in order: CHRM5 PAM, M4 ag, M5 ag, CHRM4 antagonist, CHRM5 antagonist, CRFR2-BP ag, IDE inh, M4 PAM, CRFR2-BP antag
O=C(COC(=O)c1ccc2c(c1)C(=O)N(CCc1ccccc1)C2=O)Nc1ccc(OC(F)F)cc1
    10.5, 1.6, -3.0, -4.3, -7.4, 0.1, 10.3, 10.7, 4.4
COc1ccc(OCC(=O)Nc2cc(OC)cc(OC)c2)cc1
    -1.5, 1.3, -1.0, 6.3, 1.3, -0.4, -2.4, 4.5, -1.0
CC(C)[C@H](NC(=O)N1c2ccccc2NC(=O)[C@@H]1C(C)C)C(=O)N[C@@H](Cc1ccccc1)C(=O)O
    -4.6, 2.2, 1.7, -6.1, 7.3, 3.0, 5.0, 7.5, -7.3
CCc1cc2ccc(OC)cc2nc1SCC(=O)NNC(C)=O
    -2.3, 0.3, -1.3, 9.2, 10.2, -0.9, 0.2, -1.8, -2.7
CCO[C@H]1OC(C(=O)NC2CC2)=C[C@@H](c2c[nH]c3ccccc23)[C@@H]1CCCO
    -4.4, -1.0, 5.6, 5.8, 0.7, 0.2, 7.1, 3.4, 5.3
CCN(C(=O)CN1C(=O)NC(CCSC)C1=O)C1CCS(=O)(=O)C1 (configuration not stated)
    0.7, 1.9, 2.3, 3.2, 10.7, -1.1, 1.0, 9.1, -7.6
C[C@@H](NC(=O)c1nc[nH]c1C(=O)N1CCc2ccccc2C1)c1ccccc1
    -7.3, 0.9, -4.5, 8.4, 5.4, -0.8, -0.5, -0.4, 4.2
COc1ccc(C2C(C(=O)NCc3cccnc3)c3ccccc3C(=O)N2C)cc1OC (configuration not stated)
    0.3, 0.1, -0.1, 14.6, -4.6, -1.0, 2.1, -0.4, 14.9
NC(=O)c1cnn2c(-c3ccc(Cl)cc3Cl)ccnc12
    2.8, 1.4, -2.5, 4.2, 6.0, -4.9, -0.9, -2.1, -16.5
COc1ccc(OC)c(S(=O)(=O)Nc2ccc3[nH]c(=O)[nH]c3c2)c1
    -1.2, 1.2, -2.1, -10.6, -1.2, -0.8, 0.4, 8.8, 11.2
CCOC(=O)c1c(NC(=O)CSc2nccc(=O)[nH]2)sc(C)c1C
    2.6, 1.1, -3.6, -16.1, -3.9, -1.2, 0.4, 5.9, 2.9
O=C(CCNC(=O)c1ccc([N+](=O)[O-])cc1)NC1CCCCC1
    0.4, 0.1, 0.8, -6.5, 8.7, -0.6, /, -6.5, 7.9
COc1ccc(-n2cc(CNCC3CCOCC3)c(-c3cccc(F)c3)n2)cc1
    0.2, 9.7, 2.0, -12.4, -6.6, 2.4, -0.8, 9.5, -12.2
CC(=O)NC1=NN(C(C)=O)C(c2sccc2C)S1 (configuration not stated)
    -5.6, 0.2, -2.1, -8.5, -9.6, -1.4, 1.5, 0.6, 17.2
CCCC[C@@H]1CN=C(N)N1CCc1cccc(F)c1
    -35.9, 1.7, -11.1, 19.3, 19.2, 0.1, 0.1, -11.3, -9.4
CC(C)CC1C(=O)N(Cc2cn(CC3CCCCC3)nn2)CCS(=O)(=O)N1Cc1ccc(-c2ccncc2)cc1 (configuration not stated)
    -0.9, 1.1, -0.1, -1.4, 3.8, -1.4, /, -0.5, -3.4
Cc1ccc(OCCNC(=O)/C=C/c2ccccc2)cc1C
    4.3, -0.3, -4.3, -2.2, -7.0, -1.1, 1.8, 0.7, 28.5
Cc1ccc(-c2cccc(CN3CCN(C4CCN(C(C)C)CC4)C(CCO)C3)c2)o1 (configuration not stated)
    -1.0, 0.2, -6.9, -11.7, -9.4, 5.7, 6.7, -5.7, -30.4
COc1ccc(N(C(=O)c2ccco2)C(C(=O)NC2CCCC2)c2ccncc2)cc1 (configuration not stated)
    1.3, -1.2, 2.3, 5.1, 5.5, 1.0, 1.8, -6.1, -15.7
CC1CCC(C(=O)NNC(=O)c2cc(-c3ccco3)[nH]n2)CC1 (configuration not stated)
    11.5, -0.6, 2.5, 1.6, -4.6, 0.4, 3.2, -7.8, -4.6
Cc1c(OC(=O)CNC(=O)OC(C)(C)C)ccc2c3c(c(=O)oc12)CCC3
    -2.3, 14.2, 3.5, -11.1, -5.9, 4.5, 4.2, -7.4, -43.3
O=C(Nc1ccc(Br)cc1)c1ccc(F)c(S(=O)(=O)NCc2cccs2)c1
    -18.4, 12.2, 8.6, 23.8, 38.0*, 1.8, 3.0, -10.1, -41.2
COc1ccccc1CC(NC(C)=O)C(=O)NC1CCN(c2nnnn2-c2ccccc2)CC1 (configuration not stated)
    -3.1, 2.1, -1.1, 1.6, -3.2, -1.2, -2.7, -4.5, 3.6
C=CCc1c(C)c(C#N)c2nc3ccccc3n2c1N1CCCCC1
    -1.1, -0.5, 0.3, -11.6, -4.1, -5.8, 3.9, -1.9, 7.6
CCN(CC(=O)Nc1c(F)cccc1F)C(=O)c1cccc(S(=O)(=O)N2CCN(c3ccccc3)CC2)c1
    -8.3, 8.4, -3.4, -2.0, -4.8, 0.4, 1.0, -4.8, 3.1
CCCCn1c(N)c(N(CC(C)C)C(=O)CSCC(=O)Nc2ccc(C)cc2)c(=O)[nH]c1=O
    2.6, 1.0, 1.6, 9.4, 0.7, 1.4, -1.2, -1.8, -19.1
